# UBC13 inh: human UBC13 polyubiquitination inhibition. inhibition, % at 20 µM. UBC13 polyubiquitin chain formation, TR-FRET. 0.47% of 330,000 active. P61088; in the data active = inhibition above about 45%, passing the limit was not always enough
# Target sequence (P61088 whole entry, looked up): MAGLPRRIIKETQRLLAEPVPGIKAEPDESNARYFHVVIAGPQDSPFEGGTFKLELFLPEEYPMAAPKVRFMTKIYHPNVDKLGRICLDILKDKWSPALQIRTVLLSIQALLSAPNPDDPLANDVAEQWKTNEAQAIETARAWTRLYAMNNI
# PfG6PD inh: PfG6PD (Plasmodium falciparum) enzyme inhibition. AID 504690. PfGluPho enzyme, NADPH resazurin-diaphorase fluorescence. 0.78% of 350,000 active. inhibition, % at 20 µM;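 active = inhibition reaching at least a set limit at 20 µM in the primary screen, cut at about 59% in these data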;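 note: 0% = DMSO wells with substrate and 100% = DMSO wells lacking glucose-6-phosphate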
# SENP8 block-1: SENP8 (human) protease inhibition. 0.64% of 360,000 active. AID 602440. inhibition, % at 20 µM. Q96LD8. recombinant SENP8, Nedd8 substrate fluorescence; in the data active = inhibition mostly above about 40%, no sharp cut-off; inactive = mostly below about 27%
# Target sequence (Q96LD8 whole entry, looked up): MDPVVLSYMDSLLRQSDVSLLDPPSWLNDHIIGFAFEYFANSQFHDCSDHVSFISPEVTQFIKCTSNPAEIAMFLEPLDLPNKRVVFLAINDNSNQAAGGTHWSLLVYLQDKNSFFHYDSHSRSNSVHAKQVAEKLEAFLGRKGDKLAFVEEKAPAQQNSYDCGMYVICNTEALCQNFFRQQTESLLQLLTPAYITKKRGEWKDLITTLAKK
# SENP8 block-2: inhibitors of human SENP8 protease; purified SENP8, Z-RLRGG-aminoluciferin cleavage, luminescence; AID 2540; 1.2% of 330,000 active; Q96LD8; inhibition, % at 10 µM; in the data active = inhibition above about 50%
# SENP7 block: inhibitors of human SENP7 protease. recombinant SENP7, Z-RLRGG-aminoluciferin luminescence, 40 min. inhibition, % at 5 µM. 1.5% of 330,000 active. AID 434973;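 active = inhibition above about 50% at the single test dose, limit read from the data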;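 note: plate controls were DMSO with enzyme for no effect and no enzyme buffer wells for full effect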
# Target sequence (Q9BQF6 706-1050 limits assumed): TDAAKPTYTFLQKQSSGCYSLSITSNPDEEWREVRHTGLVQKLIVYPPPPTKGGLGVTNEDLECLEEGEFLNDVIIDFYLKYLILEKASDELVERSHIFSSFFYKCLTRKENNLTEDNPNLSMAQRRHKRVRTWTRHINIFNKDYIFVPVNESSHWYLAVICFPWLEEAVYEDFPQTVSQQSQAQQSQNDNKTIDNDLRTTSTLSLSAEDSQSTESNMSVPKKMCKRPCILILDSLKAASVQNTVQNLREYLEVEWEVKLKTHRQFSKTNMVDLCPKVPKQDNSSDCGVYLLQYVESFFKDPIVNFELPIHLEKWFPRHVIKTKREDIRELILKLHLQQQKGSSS
# HKDC1 inhibitor: HKDC1 (human) hexokinase inhibition; recombinant HKDC1, G6PDH/diaphorase resazurin coupled fluorescence; 0.16% of 340,000 active; inhibition, % at 20 µM;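 active = inhibition above about 35% when tested at 20 µM, limit read from the data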;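 note: plate controls were DMSO wells with enzyme for no effect and DMSO wells lacking enzyme for full effect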
#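 Incubation: 90 min at room temperature in dark / Material: recombinant HKDC1 (HK5) hexokinase enzyme, produced in-house / Quantity: enzyme 5 µg/mL final / Compound: one dose of 20 µM, 1% DMSO / Reagent: glucose and ATP substrates / Buffer or medium: Tris pH 8.0 buffer with MgCl2, Tween-20, BSA, BME / Technique: resorufin fluorescence at 613 nm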
# SENP6 block: SENP6 protease inhibition | Q9GZR1 | Recombinant SENP6 catalytic domain, aminoluciferin luminescence | inhibition, % at 10 µM | 1.8% of 330,000 active | AID 2599;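 active = inhibition above about 50% at the single tested dose, limit read from the data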;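 note: plate controls were DMSO wells with enzyme for no effect and DMSO wells lacking enzyme for full effect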
# beta cell repl: induces beta-cell replication in MIN6 cells. MIN6 cells proliferation, ATPlite luminescence, 48 h; cells starved in 0.2% serum; 100% = growth in 10% serum. proliferation, % at 10 µM. 0.29% of 330,000 active;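 active = compounds whose signal lies at least 3.5 SD above the mean of all wells on their plate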;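 note: 0% = DMSO-treated cells in low-serum medium and 100% = 10% serum control; some compounds called inactive have numbers as strong as hits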
# SENP1 FRET inh: blocks the human SENP1 SUMO protease catalytic domain; Q9P0U3; recombinant SENP1 catalytic domain, CyPet-SUMO1-YPet FRET cleavage; inhibition, % at 10 µM; 0.21% of 360,000 active;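 active = inhibition at least 30% at 10 µM, raw YFP signal under a set limit, fluorescence ratio 0.5 to 1.5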;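 note: 0% = enzyme with DMSO and 100% = no enzyme wells; some results filed as inactive read as strong as hits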
# Target sequence (Q9P0U3 419-644 limits assumed): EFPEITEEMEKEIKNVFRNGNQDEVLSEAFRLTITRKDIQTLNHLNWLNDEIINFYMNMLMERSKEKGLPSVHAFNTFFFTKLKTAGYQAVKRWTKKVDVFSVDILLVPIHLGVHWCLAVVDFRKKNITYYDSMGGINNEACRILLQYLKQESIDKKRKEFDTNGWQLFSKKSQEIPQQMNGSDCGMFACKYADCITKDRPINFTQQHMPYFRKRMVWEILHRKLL
#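 System: Recombinant human SENP1 catalytic domain, His6-tagged | Incubation: Enzyme reaction for 50 min at room temperature, dark | Medium: Tris pH 8 with BME, BSA, NP40 and catalase | Also added: 25 nM SUMO1 FRET substrate | Compound: 10 µM single point, 0.5% DMSO | Measured by: FRET fluorescence in CFP and YFP emission channels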
# Active calls of the source: *; nt = no result given.
smiles	UBC13 inh	PfG6PD inh	SENP8 block-1	SENP8 block-2	SENP7 block	HKDC1 inhibitor	SENP6 block	beta cell repl	SENP1 FRET inh
CCc1cc2cc(OC)ccc2nc1SCC(=O)Nc1cc(OC)c(OC)cc1C(=O)O	-7.8	-7.3	-10.7	-9.8	-9.4	2.4	-18.5	0.0	4.8
C/C(=N\NC(=O)C1CC1(C)c1ccccc1)c1ccco1 (stereo not drawn)	3.8	-5.0	20.1	5.4	2.8	6.4	-2.9	0.0	-1.7
CCCCCCCNC(=O)CC(NS(=O)(=O)c1ccc(NC(C)=O)cc1)C(C)C (stereo not drawn)	6.5	1.9	17.5	-2.3	-1.9	-0.1	-5.3	1.7	0.6
CC(=O)Nc1ccc2nc(NC(=O)COc3ccccc3)sc2c1	-7.6	11.9	25.0	7.0	-0.3	-3.3	5.0	3.3	1.1
Nc1cc2c(cc1Cl)-c1ccccc1C2=NO	nt	2.4	15.5	nt	nt	-0.2	nt	nt	2.9
CC(C(=O)N1CCCC1)N1CCN(S(=O)(=O)c2ccccc2)CC1 (stereo not drawn)	-0.6	-4.9	6.9	10.9	8.0	-0.8	6.3	1.5	2.5
Cc1ccc(C)c(OCCCC(=O)Nc2ccccc2C(N)=O)c1	5.4	0.4	-16.0	3.9	-1.0	-9.1	10.8	0.0	2.3
C/C=C(/C)C(=O)O[C@@H]1c2c(ccc3ccc(=O)oc23)O[C@@H]1C(C)(C)OC(C)=O	3.7	-4.2	-111.0	-9.7	-5.5	-1.1	-5.1	-3.9	0.0
CC1(C)CC2(CCO1)OC(=O)CC2C(=O)Nc1cccc2ccccc12 (stereo not drawn)	-2.9	-6.2	-4.9	-3.3	6.7	6.5	-20.1	-2.4	0.7
CC1CCN(CCC(=O)Nc2nccs2)CC1	-13.6	-18.6	13.3	-9.7	-7.7	-1.3	-1.5	1.1	-2.3
CC(C)c1nc2ccc(Br)cn2c1NC1CCCC1	0.9	-16.8	0.7	-3.7	-5.2	-6.3	-8.0	2.9	-8.4
O=C(Nc1ccccc1)c1ccc(S(=O)(=O)NCc2cccnc2)cc1	2.2	13.9	12.6	5.8	0.8	-5.6	13.8	0.8	1.1
Cn1c(SCc2ccccc2C#N)nc2ccccc2c1=O	17.5	3.3	-24.2	-7.1	-6.5	-1.1	-11.6	1.3	-36.3
COc1ccc(CCNC(=O)c2ccc(CS(=O)(=O)Cc3cccc(C)c3)o2)cc1OC	0.8	4.0	6.1	-4.0	-3.1	-8.0	-10.8	-2.8	-2.0
COc1cc(/C=C2\SC(=S)N(NC(=O)c3ccccc3OC)C2=O)ccc1O	-116.6	3.7	26.1	0.7	13.0	8.5	5.9	-3.5	9.4
O=C1CCCN2N=C(SCC(=O)N3CCCCC3)SC2=N1	2.5	5.6	13.6	-0.9	4.8	-4.3	2.6	-2.0	0.7

# Brought forward from above: 3 compounds, then new ones.
smiles	UBC13 inh	PfG6PD inh	SENP8 block-1	SENP8 block-2	SENP7 block	HKDC1 inhibitor	SENP6 block	beta cell repl	SENP1 FRET inh
COc1ccc(CCNC(=O)c2ccc(CS(=O)(=O)Cc3cccc(C)c3)o2)cc1OC	0.8	4.0	6.1	-4.0	-3.1	-8.0	-10.8	-2.8	-2.0
COc1cc(/C=C2\SC(=S)N(NC(=O)c3ccccc3OC)C2=O)ccc1O	-116.6	3.7	26.1	0.7	13.0	8.5	5.9	-3.5	9.4
O=C1CCCN2N=C(SCC(=O)N3CCCCC3)SC2=N1	2.5	5.6	13.6	-0.9	4.8	-4.3	2.6	-2.0	0.7
Cc1c(C(N)=O)c(-c2ccccc2)nn1-c1ccccc1	0.3	-8.3	10.3	1.7	3.0	-3.8	4.4	0.7	-0.4
c1ccc(-c2nnc(SCc3nc4ccccc4[nH]3)o2)cc1	2.2	47.3	-135.5	-0.5	1.4	-2.4	-3.7	-2.6	-33.0
CCCCSCCCNC(=O)Nc1cccc(OC)c1	3.5	-10.7	6.8	-3.8	-0.3	-3.6	4.8	-1.1	-0.9
CSc1ncccc1C(=O)OCC(=O)Nc1ccc(C)c(S(=O)(=O)N2CCOCC2)c1	3.3	8.1	10.7	1.7	3.8	-6.0	-4.5	1.9	1.5
COC(=O)c1ccccc1NC(=O)CSc1nnc(-c2cccc(NC(C)=O)c2)n1C	-2.5	36.3	12.6	2.2	2.8	-2.5	6.3	-2.4	0.0
CCN1C(=O)CC(NC2CCN(C(=O)c3ccc(F)cc3)CC2)C1=O (stereo not drawn)	3.1	18.1	6.2	3.9	5.7	-5.9	-13.3	-5.8	-1.0
CCNc1cc(Nc2c(C)n(C)n(-c3ccccc3)c2=O)c([N+](=O)[O-])c2nonc12	-9.0	-4.9	15.3	2.1	3.5	-1.2	-7.1	-1.1	-6.7
Cc1csc2ncnc(N3CCN(C(=S)Nc4ccc(C(F)(F)F)cc4)CC3)c12	0.2	18.8	12.0	0.0	5.0	-2.7	-21.2	-6.2	11.9
CC1(C)CC(=O)C=C(N2CCNCC2)C1	9.2	-15.9	21.7	0.3	-1.5	-2.0	3.3	0.2	-2.3
CCOC(=O)c1cnc(C(C)(C)C)[nH]c1=O	-1.2	10.5	2.8	0.0	2.3	-3.4	-4.4	3.6	1.3
COc1cc(NC(=S)N2CCCC(C)C2)cc(OC)c1OC (stereo not drawn)	8.9	22.1	19.8	-2.1	7.2	-5.7	-6.4	-2.1	1.7
CCCN=C1N(CC)C[C@@H]2[C@@H]3C(=O)N(C)C(=O)[C@@H]3[C@](CC)(C(=O)OC)N12	nt	4.3	11.6	nt	2.6	-5.1	nt	nt	2.4
Cc1c(Cl)cccc1NC(=O)CNc1cccc(C(F)(F)F)c1	10.2	10.1	10.9	-0.3	3.8	-8.6	1.7	0.0	0.0
Cn1nnnc1SCC(=O)Nc1ccccc1-c1ccccc1	2.8	-10.0	21.8	7.7	2.1	-2.5	-0.6	-3.2	3.1
CCOC(=O)C1=C(C)N=c2s/c(=C/c3cccc(OCC(=O)O)c3)c(=O)n2C1c1ccc(F)cc1 (stereo not drawn)	-17.4	nt	nt	-9.1	-3.4	nt	-5.2	-5.0	nt
CCOc1cc(C#N)c(NC(=O)c2ccnn2C)cc1OCC	-1.1	-10.4	-10.6	-2.5	-4.9	-2.5	-13.5	-0.8	2.0
N#C/C(=C/c1ccc2c(c1)OCO2)C(=O)Nc1ccc(O)cc1	17.0	3.7	26.1	-6.2	-6.5	4.6	7.3	-1.4	1.1
CCc1cccc(C)c1NC(=O)COC(=O)C1CC(=O)N(CCc2ccc(OC)c(OC)c2)C1 (stereo not drawn)	4.8	12.5	6.5	-3.8	-6.0	-2.0	-2.3	-1.2	2.1
CCOC(=O)C1CCCN(C(=O)c2cnn3c(C(F)F)cc(-c4ccc(C)cc4)nc23)C1 (stereo not drawn)	-0.4	12.7	-491.4	-1.2	2.3	-0.6	-16.8	-0.1	-15.4
CC1=C(C(=O)Nc2ccccn2)C(c2ccc(Br)cc2)n2ncnc2N1 (stereo not drawn)	2.1	16.3	11.5	2.3	18.9	-1.3	0.5	-0.8	0.9
CCCCn1c(N)c(N(CCOC)C(=O)CN2C(=O)NC3(CC(C)CC(C)(C)C3)C2=O)c(=O)[nH]c1=O (stereo not drawn)	nt	-8.3	-10.8	nt	nt	-7.6	nt	nt	-2.5
Cc1nn(-c2ccccc2)c(C)c1-c1nnc(-c2c(C)nn(-c3ccccc3)c2C)o1	2.2	-7.1	17.6	-2.0	-6.2	2.3	-3.5	4.2	6.1
CCCNC(=O)C(Cc1cccc(Cl)c1)NC(=O)c1ccc(C#N)cc1 (stereo not drawn)	0.8	10.5	17.9	-10.7	4.8	-8.1	-7.5	3.6	0.9
N#Cc1c2n(c3c(=O)[nH]cnc13)CCCC2	6.8	-2.0	23.8	-2.8	-3.4	-7.7	3.2	-0.8	1.4

# Three of the entries above in order of their number in PfG6PD inh, smallest number first:
canonical_smiles	UBC13 inh	PfG6PD inh	SENP7 block	HKDC1 inhibitor	SENP6 block	SENP1 FRET inh
C/C=C(/C)C(=O)O[C@@H]1c2c(ccc3ccc(=O)oc23)O[C@@H]1C(C)(C)OC(C)=O	3.7	-4.2	-5.5	-1.1	-5.1	0.0
Nc1cc2c(cc1Cl)-c1ccccc1C2=NO	nt	2.4	nt	-0.2	nt	2.9
COC(=O)c1ccccc1NC(=O)CSc1nnc(-c2cccc(NC(C)=O)c2)n1C	-2.5	36.3	2.8	-2.5	6.3	0.0

# Other results.
smiles	UBC13 inh	PfG6PD inh	SENP8 block-1	SENP8 block-2	SENP7 block	HKDC1 inhibitor	SENP6 block	beta cell repl	SENP1 FRET inh
Cc1ccc2nc(Cl)c(CN(Cc3cccs3)C(=O)C3CC3)cc2c1	0.7	6.6	10.2	-1.9	8.5	-4.9	-19.1	-1.1	1.6
O=C(O)c1ccc2nc(C(F)(F)F)[nH]c2c1	-1.5	-3.1	17.9	-4.4	-0.9	2.9	-9.9	-2.5	-2.2
C/C=C/c1ccc(OCCn2nnc3ccccc32)c(OC)c1	6.5	6.0	10.4	-4.8	-3.9	0.0	-7.1	0.4	-1.0
C=CCNC(=O)/C(C#N)=C/c1cc(Br)ccc1OC	7.6	18.2	-10.3	1.7	2.7	-0.8	1.2	-0.1	-0.8
Cc1cc(C)n(-c2nc3ccccc3c(=O)n2OCC#N)n1	-0.8	10.7	12.1	1.7	-3.0	-3.1	6.4	-6.8	1.3
CCN(CC)c1ccc(/C=N/N2CCN(c3ccccc3OC)CC2)cc1	2.7	9.6	5.6	12.7	-9.5	8.8	-4.8	-1.1	0.7
O=C(CCC(=O)NC1CCCCC1)N/N=C/c1ccncc1	-7.5	-17.3	13.3	-13.7	-14.6	-11.5	-10.3	-1.7	1.2
COc1ccc(N(CC(=O)NC2CCS(=O)(=O)C2)S(=O)(=O)c2cc(C)ccc2C)cc1 (stereo not drawn)	10.2	-7.2	-5.2	4.1	-1.7	-8.0	-9.0	-3.7	2.5
CCOC(=O)C(CC)Sc1nc2c(c(=O)[nH]c(=O)n2C)n1CCc1ccccc1 (stereo not drawn)	-1.1	-8.2	11.4	0.5	-1.5	-4.4	-10.6	-2.4	1.6
O=C(NNC(=O)c1ccc(Cl)nc1)c1ccncc1	-0.6	-3.8	9.5	2.7	1.6	-4.8	-4.0	-1.3	0.5
CCNc1nc(ON=C(C)C)nc(N(C)C)n1	-2.1	1.9	7.9	-7.0	-7.1	-14.1	-17.7	0.0	2.0
CC1CCN(S(=O)(=O)c2ccc([N+](=O)[O-])cc2)CC1	-1.5	9.1	7.2	8.6	3.7	-4.8	19.7	-3.5	-2.2
CCOc1ccc(S(=O)(=O)N2CCC(C(=O)NCC3CCCO3)CC2)cc1 (stereo not drawn)	1.8	-2.2	0.1	1.5	0.9	-0.2	-4.0	4.1	-0.3
COc1ccc(-c2nc3ccccc3c(=O)n2O)cc1	2.7	-10.6	3.7	-7.3	2.7	6.9	-9.5	1.1	-1.9
CC(=O)O[C@H]1CC[C@]2(C)[C@H]3CC=C4[C@@H]5[C@@H](C)[C@H](C)CC[C@]5(C(=O)O)CC[C@@]4(C)[C@]3(C)CC[C@H]2C1(C)C	4.6	nt	nt	-8.9	-0.6	nt	-7.3	-8.7	nt
COc1ccc2c(c1)C=C([C@@H]1C[C@H]3CN(c4ccccc4)C(=O)[C@]34CCCN14)CO2	5.5	0.9	-62.2	6.1	5.0	-2.2	7.0	2.8	-9.0
